Bioassay records as filed in PubChem.
ALOX12 inh – Primary qHTS assay for inhibitors of human arachidonate 12S-lipoxygenase (ALOX12): Round 2; Polyunsaturated fatty acid lipoxygenase ALOX12 (Homo sapiens), P18054; 580,000 tested, 1.1% active; Potency, µM (highest dose often 108 µM), for the others: top-dose activity change, negative = inhibition, most hits filed as inhibitors; purified 12hLO, xylenol orange hydroperoxide absorbance; further: on the % scale 0 is the no-effect control and ±100 the full control effect
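Purified human 12hLO (150 nM final) in 25 mM Hepes, 0.01% Triton X-100, pH 7.0 was preincubated 15 min at room temperature with compound. Then 40 uM arachidonic acid was added, 30 min. Hydroperoxide was read by Fe-XO absorbance ratio 573/405 nm.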
RXFP1 agonist – qHTS Assay for Agonists of the Relaxin Receptor RXFP1; 370,000 tested, 0.3% active; HEK293T-RXFP1 cAMP TR-FRET, 30 min; response scale: percent of porcine relaxin response, buffer zero; Potency, µM (titrated, usually from 57.5 µM), without a hit: at the top dose activation, actives largely listed as activators; AID 2676, 2010; further: on the % scale 0 is the no-effect control and ±100 the full control effect; nearly all actives have a fitted effect of over 60% in size; many of its hits are not listed in these tables
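HEK293 cells stably expressing RXFP1, treated 30 min at 37C with compounds plus PDE4 inhibitor Ro 20174; cAMP measured by HTRF TR-FRET. Normalized to buffer and 29 nM porcine relaxin; EC50 by Hill fit.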
Vif-A3G inh – qHTS for Inhibitors of Vif-A3G Interactions: qHTS. DNA dC->dU-editing enzyme APOBEC-3G (Homo sapiens), Q9HC16. HeLa A3G-eYFP + Vif (tagged APOBEC3G with the HIV-1 protein that degrades it), YFP fluorescence, overnight. Potency, µM (highest dose often 46.1 µM), inactives show at the highest dose activity, negative = active, most hits filed as inhibitors. 410,000 tested, 0.076% active. AID 602310, 2012;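 further: on the % scale 0 is the no-effect control and ±100 the full control effect; nearly all actives have a fitted effect of over 60% in size; hits raise eYFP signal because A3G escapes Vif-driven loss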
Target sequence (Q9HC16 whole entry, looked up): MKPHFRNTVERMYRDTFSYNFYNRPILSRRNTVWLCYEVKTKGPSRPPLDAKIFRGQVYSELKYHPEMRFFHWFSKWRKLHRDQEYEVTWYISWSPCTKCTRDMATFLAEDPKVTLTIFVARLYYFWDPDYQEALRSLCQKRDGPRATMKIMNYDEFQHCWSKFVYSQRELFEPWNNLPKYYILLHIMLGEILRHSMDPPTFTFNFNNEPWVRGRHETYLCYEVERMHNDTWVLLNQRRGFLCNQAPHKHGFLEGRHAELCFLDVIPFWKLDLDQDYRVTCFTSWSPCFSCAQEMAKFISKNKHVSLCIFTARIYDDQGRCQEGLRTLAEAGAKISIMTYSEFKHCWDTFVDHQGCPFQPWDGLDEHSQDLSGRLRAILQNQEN
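HeLa cells stably expressing Vif and C-terminally eYFP-tagged A3G, seeded overnight at 37 deg C, then exposed to compound by pintool overnight at 37 deg C. Rise in yellow fluorescence (Ex 488/Em 500-530, Acumen) marks blocked Vif-driven A3G degradation.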
IDH1 R132H inh – qHTS for Inhibitors of mutant isocitrate dehydrogenase 1 (IDH1): qHTS; Isocitrate dehydrogenase [NADP] cytoplasmic (Homo sapiens), O75874; IDH1-R132H enzyme, NADPH consumption, diaphorase/resazurin fluorescence; Potency, µM (doses to about 76.6 µM), for the others: top-dose activity change, negative = inhibition, actives largely listed as inhibitors; 390,000 tested, 0.093% active; AID 602179, 2012; further: on the % scale 0 is the no-effect control and ±100 the full control effect; nearly all actives have a fitted effect of over 65% in size
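IDH1-R132H (0.5 ug/mL dispensed) in pH 7.5 Tris buffer was preincubated 30 min with compound, then given a substrate mix of 0.016 mM NADPH and 2 mM alpha-KG for 80 min at room temperature; remaining NADPH was read by diaphorase/resazurin fluorescence.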
TrxR1 substrate – qHTS Assay for Substrates of Mammalian Selenoprotein Thioredoxin Reductase 1 (TrxR1): qHTS. 390,000 tested, 0.01% active. purified TrxR1 substrate turnover, NADPH consumption readout. Potency, µM (top dose mostly 114 µM), inactives show at the highest dose activity change, negative = substrate turnover. AID 588456, 2011; further: on the % scale 0 is the no-effect control and ±100 the full control effect; nearly all actives have a fitted effect of over 50% in size
Target sequence (O89049 whole entry, looked up): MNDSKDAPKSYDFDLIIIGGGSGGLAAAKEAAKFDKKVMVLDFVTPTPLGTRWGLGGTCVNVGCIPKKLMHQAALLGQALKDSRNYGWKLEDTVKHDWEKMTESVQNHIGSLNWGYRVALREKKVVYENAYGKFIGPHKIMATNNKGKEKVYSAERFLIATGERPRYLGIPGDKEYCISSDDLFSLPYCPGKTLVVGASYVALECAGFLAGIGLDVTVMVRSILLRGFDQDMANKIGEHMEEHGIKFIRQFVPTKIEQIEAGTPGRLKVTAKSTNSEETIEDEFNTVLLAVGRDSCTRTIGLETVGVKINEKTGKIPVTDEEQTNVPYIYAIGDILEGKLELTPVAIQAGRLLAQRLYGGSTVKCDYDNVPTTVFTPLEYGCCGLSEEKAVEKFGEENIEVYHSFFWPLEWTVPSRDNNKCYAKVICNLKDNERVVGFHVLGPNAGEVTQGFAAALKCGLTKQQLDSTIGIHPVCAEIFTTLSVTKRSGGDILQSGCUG
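Rat TrxR1, dispensed at 90 nM, was prereduced with 400 uM NADPH (final) for 5 min at ~22 deg C, then incubated with compound 15 min before 400 uM selenite. A first-read NADPH fluorescence drop versus no-compound background flagged substrates.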
TrxR1 inh – qHTS Assay for Inhibitors of Mammalian Selenoprotein Thioredoxin Reductase 1 (TrxR1): qHTS | Thioredoxin reductase 1, cytoplasmic (Rattus norvegicus), O89049 | recombinant rTrxR1, NADPH fluorescence consumption, selenite substrate | Potency, µM (series often up to 114 µM), inactives show at the top dose activity change, negative = inhibition, hits mostly inhibitors | 390,000 tested, 1% active | AID 588453, 2011; further: on the % scale 0 is the no-effect control and ±100 the full control effect; nearly all actives have a fitted effect of over 65% in size
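Rat TrxR1 (90 nM in the dispensed reagent) was pre-reduced with 400 uM NADPH for 5 min at room temperature, then incubated with compound for 15 min. After 400 uM selenite was added, NADPH fluorescence (Ex 340/Em 450 nm) was followed for 8 min.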
RGS4 inhibitor – Inhibitors of Regulator of G Protein Signaling (RGS) 4: qHTS; AID 504845, 2011; Potency, µM (doses to about 114 µM), for inactives: at the top dose activity change, negative = inhibition, most hits filed as inhibitors; Regulator of G-protein signaling 4 (Homo sapiens), P49798; Transcreener GDP fluorescence polarization, RGS4-accelerated GTP hydrolysis; 390,000 tested, 0.039% active; further: on the % scale 0 is the no-effect control and ±100 the full control effect; nearly all actives have a fitted effect of over 75% in size; some results filed as inactive show a strong effect at the top dose
Target sequence (P49798 whole entry, looked up): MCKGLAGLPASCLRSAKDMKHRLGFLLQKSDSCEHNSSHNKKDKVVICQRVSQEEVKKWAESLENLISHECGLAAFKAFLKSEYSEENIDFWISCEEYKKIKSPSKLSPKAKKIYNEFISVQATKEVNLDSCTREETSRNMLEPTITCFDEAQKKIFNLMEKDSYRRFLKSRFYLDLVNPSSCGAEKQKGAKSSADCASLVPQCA
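MLSMR compounds (23 nl, pin-transferred) preincubated 10 min at room temperature with a 500nM (2x) first reagent, then RGS4 at 900nM (2x) plus Transcreener GDP mix added; fluorescence polarization (620/688 nm) read before and after 90 min at 30 °C.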
Vif-APOBEC3F blk – qHTS for Inhibitors of Vif-A3F Interactions: qHTS | Potency, µM (doses to about 46.1 µM), without a hit: top-dose activity, negative = active | 390,000 tested, 0.2% active | HeLa A3F-eYFP + Vif (tagged APOBEC3F with the HIV-1 protein that degrades it), YFP fluorescence increase; further: % of control where 0% means no effect; nearly all actives have a fitted effect of over 65% in size
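HeLa cells stably expressing Vif plus C-terminally eYFP-tagged A3F were seeded, incubated overnight at 37 deg C, dosed with compound, incubated overnight again at 37 deg C. Yellow fluorescence (Ex 488/Em 500-530) reported blocked Vif-mediated A3F-eYFP degradation.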
USP1 inh – Inhibitors of USP1/UAF1: Primary Screen; recombinant USP1/UAF1, Ub-Rhodamine cleavage fluorescence; Potency, µM (top dose mostly 57.1 µM), for inactives: top-dose activity change, negative = inhibition, most hits filed as inhibitors; 390,000 tested, 0.23% active; further: on the % scale 0 is the no-effect control and ±100 the full control effect; nearly all actives have a fitted effect of over 60% in size; inactives centre near -12
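USP1/UAF1 complex at 1 nM was preincubated with compound for 15 min at room temperature, then Ub-Rho substrate (150nM final) was added. Fluorescence (480/540 nm) was read kinetically, 6 reads every 60 seconds.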
* marks the source's active call; other numbers are inactive results; ? = inconclusive; . = no result given; & = joins results of further samples; [ ] = remark or other dose. The call rests on the fitted dose curve; in most records, active means well fitted curve in the direction sought with a large enough effect; inconclusive means small, poorly fitted or top-dose-only effect, or another doubt; inactive means no such curve, though single readings can be large; an effect the other way counts as inactive or inconclusive. Potency means the concentration at half of the fitted maximal effect. The list is partial; rates above refer to the full screens.

1. Cc1ccccc1OCC(=O)O/N=C(\N)c1ccncc1
2. Cc1ccc(C(=O)NC2CC3CCC(C2)N3C)cc1 (configuration not stated)
3. Cc1cccc(NC(=O)COC(=O)CCc2ccc(S(=O)(=O)N3CCOCC3)cc2)c1C
4. CC1CCCN(C(=O)Cn2nnc(-c3ccc(N(C)C)cc3)n2)C1 (configuration not stated)
5. CN(C)CCNc1ncnc2c1sc1nc(-c3ccccc3)c3c(c12)CCCC3
6. COc1ccccc1NC(=O)Cc1nc(CCl)cs1
7. C[C@H]1COC(=O)CCC/C=C\C[C@H](CC(=O)N(CCO)Cc2ccccc2)C(=O)N1
8. COc1ccc(Cl)cc1NC(=O)CCCS(=O)(=O)c1nc(-c2ccc(OC)c(OC)c2)cc(C(F)(F)F)n1

screen / no. | 1 | 2 | 3 | 4 | 5 | 6 | 7 | 8
ALOX12 inh | -6% | 193%[activator] | ? | . | ? | 40µM* | 8% | -6%
RXFP1 agonist | -1.0% | 1.0% | 0.9% | 0.0% | 3.4% | 0.0% | . | 0.0%
Vif-A3G inh | 0% | -4% | -3% | 1% | 0% | -3% | -1% | -26%
IDH1 R132H inh | -6% | -1% | 1% | 8% | 4% | 0% | -13% | -8%
TrxR1 substrate | 2% | -1% | 14%[57.1 µM] | -6%[2.29 µM] | 7% | 2% | -6% | 36%[activator]
TrxR1 inh | 13% | 27% | 14%[57.1 µM] | 10% | 17% | ? | 3% | 22%
RGS4 inhibitor | 2% | -8% | 9% | -36% | -19% | -18% | -5% | 7%
Vif-APOBEC3F blk | 6% | 0% | 1% | -15% | 6% | -3% | -1% | 1%
USP1 inh | -6% | -19% | -10% | -19% | -19% | -19% | -23% | -19%

9. CCOCCc1c(O)nc(SCC)[nH]c1=O
10. Cn1c(=O)c2[nH]c(CCCCCCCc3nc4ccccc4[nH]3)nc2n(C)c1=O
11. COc1ccc(CCNC(=O)C2CCC(CNS(=O)(=O)c3ccc(C)cc3)CC2)cc1OC (configuration not stated)
12. Cc1cnn(-c2ccc3nnc(-c4ccc(Cl)cc4)n3n2)c1
13. COc1ccc(S(=O)(=O)NCCSCc2ccco2)cc1C
14. Cc1ccc(S(=O)(=O)NCCC(C)C)cc1[N+](=O)[O-]
15. O=S(=O)(NCc1csc(-c2ccccc2)n1)c1cccc(F)c1
16. CCc1ccccc1N(C(=O)c1snc(C(N)=O)c1N)C(C(=O)NCC1CCCO1)c1ccc(C)o1 (configuration not stated)

screen / no. | 9 | 10 | 11 | 12 | 13 | 14 | 15 | 16
ALOX12 inh | -1% | ? | -13% | -19% | -17% | 3% | 0% | 30%
RXFP1 agonist | -0.8% | . | -1.4% | 2.2% | . | 1.9% | 0.6% | 0.6%
Vif-A3G inh | 1% | -5% | 4% | 0% | 1% | -2% | . | -1%
IDH1 R132H inh | 6% | 11% | 1% | 2% | 1% | -3% | . | -10%
TrxR1 substrate | 5% | 10%[57.1 µM] | 1%[57.1 µM] | 41%[activator] | 7% | -9% | -5% | 77%[activator][57.1 µM]
TrxR1 inh | 25% | 10%[57.1 µM] | 29%[57.1 µM] | 8%[57.1 µM] | -6% | -8% | 2% | 8%[57.1 µM]
RGS4 inhibitor | 32% | 34% | -20% | -19% | 2% | 9% | -9% | 6%
Vif-APOBEC3F blk | -23% | -2% | 1% | 1% | -3% | -2% | . | -4%
USP1 inh | -9% | -13% | -14% | -15% | -1% | -14% | -13% | -2%

17. CC(C)(C)OC(=O)C[C@H]1C/C=C\C[C@H](CC(=O)NCCO)C(=O)N2CCC[C@@H]2COC1=O
18. Clc1ccccc1/C=N/N1CCN(Cc2ccccc2)CC1
19. O=C(CSc1ccccc1)Nc1ccc(N2CCN(c3ccccc3)CC2)c(F)c1
20. Cc1ccc(CN2CC(C(=O)NCC(=O)Nc3c(C)cccc3C)CC2=O)cc1 (configuration not stated)
21. Cc1ccc(-n2nc(C)c(C(=O)NCCCN3CCN(c4ccccc4F)CC3)c2-n2cccc2)cc1
22. CCCOc1ccc(CN(CCO)CCO)cc1[N+](=O)[O-]
23. COCC(=O)N(C)C[C@H]1Oc2cc(C#Cc3cccnc3)ccc2S(=O)(=O)N([C@H](C)CO)C[C@H]1C
24. Cc1ccc2sc(N(CCCN(C)C)C(=O)c3ccco3)nc2c1C

screen / no. | 17 | 18 | 19 | 20 | 21 | 22 | 23 | 24
ALOX12 inh | 9% | ? | 16% | 5% | -24% | -2% | ? | -1%
RXFP1 agonist | . | -1.1% | 2.0% | 0.2% | -0.1% | 0.4% | . | 4.7%
Vif-A3G inh | 0% | -4% | 0% | -3% | 5% | -3% | -1% | .
IDH1 R132H inh | 5% | 2% | -2% | 2% | 9% | 3% | -11% | .
TrxR1 substrate | 4% | 1% | 7%[57.1 µM] | -5% | 0% | 1% | . | 1%
TrxR1 inh | 12% | 18% | 11%[57.1 µM] | -5% | 23% | 1% | . | 5%
RGS4 inhibitor | 7% | 9% | -20% | -18% | 9% | 8%[11.4 µM] | . | -10%
Vif-APOBEC3F blk | -12% | 2% | -1% | -5% | 2% | -8% | 3% | .
USP1 inh | -27% | -17% | -11% | -11% | -5% | 3% | 3% | ?

25. Nc1nc(-c2ccco2)nc(N2CCCCC2)n1
26. CCOC(=O)CNC(=O)Cn1cnc2sc(C)c(S(=O)(=O)N3CCC(C)CC3)c2c1=O
27. O=C(c1ccc2nc(Cc3ccccc3F)oc2c1)N1CC[C@H](O)C1
28. Cc1ccc(S(=O)(=O)N2C[C@@H]3CCCC[C@@H]3[C@@H](C)[C@H]2c2cn(Cc3ccccc3)c3ncccc23)cc1
29. O=[N+]([O-])c1ccccc1NCc1ccccc1Cl
30. COc1ccc(CNC(=O)Cn2ncc3c(=O)oc4ccccc4c32)c(OC)c1
31. NS(=O)(=O)C#Cc1ccccc1
32. CN(C)C(=O)CSc1nnc(-c2ccco2)n1-c1ccccc1

screen / no. | 25 | 26 | 27 | 28 | 29 | 30 | 31 | 32
ALOX12 inh | 94% | 0% | -12% | 2% | -1% | -16% | 0% | 5%
RXFP1 agonist | 0.0% | 2.1% | -0.1% | . | 1.9% | 2.6% | . | .
Vif-A3G inh | -2% | 1% | 4% | 0% | -5% | 4% | . | 6%
IDH1 R132H inh | -6% | -4% | 0% | -8%[38.3 µM] | -8% | 13% | . | 19%
TrxR1 substrate | -5% | -4% | -1% | -2% | 4%[57.1 µM] | -1% | 20%[57.1 µM] | 6%
TrxR1 inh | -21% | -5% | 3% | 16% | 16%[57.1 µM] | 12% | 4.7µM* | 13%
RGS4 inhibitor | -17% | 14%[56.9 µM] | 7%[11.4 µM] | 1% | 0% | 6% | -16%[56.9 µM] | -19%
Vif-APOBEC3F blk | -2% | -4% | 1% | -1% | -9% | 5% | . | -2%
USP1 inh | -12% | 3% | -21% | -13% | -3% | -27% | . | -17%

Some of these compounds in order of their number in USP1 inh, largest number first:
#	Structure	USP1 inh
25	Nc1nc(-c2ccco2)nc(N2CCCCC2)n1	-12%
15	O=S(=O)(NCc1csc(-c2ccccc2)n1)c1cccc(F)c1	-13%
12	Cc1cnn(-c2ccc3nnc(-c4ccc(Cl)cc4)n3n2)c1	-15%

The list goes on.
33. CCCN(Cc1cccs1)C(=O)Nc1cc(Cl)c(OC)cc1OC
34. O=C(CCNC(=O)c1ccccc1Cl)Nc1ccccc1N1CCCC1
35. CCCCN(C(=O)C1CC(=O)N(c2ccc(OC)cc2OC)C1)c1c(N)n(CC(C)C)c(=O)[nH]c1=O (configuration not stated)
36. CCN1C(=O)N[C@@H](c2ccc(Br)cc2)C(C(C)=O)=C1C
37. CCN(CC)C(=O)CCS(=O)(=O)c1cccc2nonc12
38. CC(=O)N1CCN(c2ccccc2NC(=O)c2ccc3ccccc3c2)CC1

screen / no. | 33 | 34 | 35 | 36 | 37 | 38
ALOX12 inh | 66%&-1%[activator] | -11% | 0% | 6% | 0% | -8%
RXFP1 agonist | -1.3% | -2.8% | -0.5% | . | 0.7% | 0.3%
Vif-A3G inh | -4% | -11% | 7% | -7% | 2% | -2%
IDH1 R132H inh | -5% | -6% | 0% | 20% | 7% | 10%
TrxR1 substrate | -4% | 0% | -3% | -5%[57.1 µM] | -6% | -2%
TrxR1 inh | 7% | -8% | -3% | -9%[57.1 µM] | -7%[57.1 µM] | 15%
RGS4 inhibitor | -8% | -36% | 3% | -8% | -6% | -4%
Vif-APOBEC3F blk | 7% | 1% | 1% | -3% | 2% | 0%
USP1 inh | -19% | -32% | -11% | -11% | -15% | -8%
